Cycloheximide cs – affects cycloheximide protein synthesis inhibition readout, counter-screen; cell reporter, cycloheximide protein synthesis inhibition counterscreen; max response, %; actives 12% (n = 300,000); AID 2314; in the data active = max response mostly above about 13%, no sharp cut-off; inactive = mostly below about 14%; note: read at 38.3 µM for the half of the compounds with a filed dose; 0% is about no effect
FBPA Giardia inh – inhibitors of Giardia lamblia fructose-1,6-bisphosphate aldolase; purified Giardia FBPA; Potency, µM (highest dose often 59.6 µM), without a hit: top-dose activity, negative = inhibition, most hits filed as inhibitors; actives 0.71% (n = 290,000); AID 2451; note: potency is the fitted concentration of half-maximal effect; % is set by controls: 0 for no effect and ±100 for the full control effect; nearly all actives have a fitted effect of over 55% in size
Target sequence (A8B2U2 whole entry, looked up): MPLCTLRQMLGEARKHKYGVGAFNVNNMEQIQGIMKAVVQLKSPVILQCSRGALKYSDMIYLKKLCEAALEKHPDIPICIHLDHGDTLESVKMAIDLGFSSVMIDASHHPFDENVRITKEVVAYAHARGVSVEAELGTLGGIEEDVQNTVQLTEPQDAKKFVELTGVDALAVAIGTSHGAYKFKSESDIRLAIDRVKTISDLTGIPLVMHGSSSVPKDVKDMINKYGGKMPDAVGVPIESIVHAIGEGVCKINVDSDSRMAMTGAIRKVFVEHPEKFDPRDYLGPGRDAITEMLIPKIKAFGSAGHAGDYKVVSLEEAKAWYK
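40 nM FBPA preincubated 10 min at RT with compound (up to 57.5 uM final), then substrate plus GAPDH/TPI/NAD/arsenate coupling and diaphorase/resazurin added. Fluorescence read after 20 min at RT, 525/598 nm.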
Sm TGR inh – blocks Schistosoma mansoni thioredoxin glutathione reductase; actives 3% (n = 360,000); purified TGR, DTNB reduction, TNB absorbance 405 nm; AID 485364; Potency, µM (series often up to 114 µM), for the others: top-dose activity change, negative = inhibition, usual class: inhibitors; note: potency is the fitted concentration of half-maximal effect; % is set by controls: 0 for no effect and ±100 for the full control effect; nearly all actives have a fitted effect of over 60% in size
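First, TGR (20 nM dispensed) and NADPH were mixed with compound. Second, a 15 min room-temperature incubation followed. Third, further NADPH and then DTNB were added to start the reaction. Finally, TNB absorbance was monitored kinetically.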
Pf growth 48h – P. falciparum growth inhibition at 48 hours (one generation); P. falciparum luciferase growth in erythrocytes, 48 h; Potency, µM (doses to about 28.7 µM), for inactives: top-dose activity change, negative = inhibition, usual class: inhibitors; actives 5.9% (n = 310,000); AID 504832; note: potency is the fitted concentration of half-maximal effect; % is set by controls: 0 for no effect and ±100 for the full control effect
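Erythrocytes infected with P. falciparum carrying an integrated firefly luciferase reporter (2% hematocrit, 0.1% parasitemia final) were exposed to compounds in RPMI 1640 with 0.5% Albumax at 37 C, 5% CO2. Growth inhibition was scored as reduced luminescence.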
Shiga inhibitor – blocks Shiga toxin action in Vero cells; Vero cells, Shiga toxin protein synthesis inhibition reporter; AID 2315; inhibition, % at 38.7 µM; actives 9.2% (n = 290,000); in the data active = inhibition mostly above about 28%, no sharp cut-off; inactive = mostly below about 43%; note: 0% is about no effect
Pf growth 96h – inhibits malaria parasite growth, 96 h | actives 6.9% (n = 320,000) | Potency, µM (highest dose often 28.7 µM), without a hit: at the highest dose activity change, negative = inhibition, hits mostly inhibitors | AID 504834 | P. falciparum luciferase reporter growth, 96 h; note: potency is the fitted concentration of half-maximal effect; % is set by controls: 0 for no effect and ±100 for the full control effect
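P. falciparum expressing integrated firefly luciferase, in erythrocytes at 2% hematocrit, 0.05% parasitemia, incubated with compounds 96 h at 37 C, 5% CO2. Growth inhibition read as loss of luminescence; two-generation exposure targets delayed-death apicoplast inhibitors.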
* marks the source's active call; other numbers are inactive results; ? = inconclusive; nt = no result given; & = joins results of further samples; [ ] = dose if it differs, or a comment. Unless noted, calls come from the whole dose curve; as a rule, active = well fitted curve in the direction sought with a large enough effect; inconclusive = small, poorly fitted or top-dose-only effect, or another doubt; inactive = no such curve, though single readings can be large; an effect the other way counts as inactive or inconclusive.

The line under a structure holds: Cycloheximide cs	FBPA Giardia inh	Sm TGR inh	Pf growth 48h	Shiga inhibitor	Pf growth 96h
- O=C(CCC1COc2ccccc2O1)NCc1ccccc1 (stereo unspecified)
  -2	0%	4%	nt	-17	3.7µM*
- CCC(Sc1ccc2nnc(-c3cccnc3)n2n1)C(=O)O (stereo unspecified)
  1	7%	5%	16%	1	22%
- Cc1cc(Cl)c(OCCCn2ccnc2)c(Br)c1
  -3	-6%	7%	?	-4	40%[activator]
- CN1CCC(=NNC(=O)C(=O)NC2CCCCC2)CC1
  -3	-7%	0%	nt	-7	0%
- N/C(=N\OC(=O)CCC1CCCC1)c1cccc([N+](=O)[O-])c1
  18*	-1%	2%	36%[activator]	28	-10%
- Nc1ccccc1O
  nt	nt	?	?	nt	?
- COc1ccc(OC)c(NC(=O)CSc2nnc(-c3cccnc3)s2)c1
  -1	-14%	-2%	-17%	-6	-7%
- O=C(COC(=O)c1cncc(Br)c1)NCc1ccccc1
  -1	2%	-3%	56%[activator]	-3	36%[activator]
- O=C(CSc1nc2ccccc2o1)N/N=C/c1ccccc1C(=O)O
  14*	-17%	-2%	110%[activator]	41	195%[activator]
- CN1CCN(C(=O)c2ccccc2NC(=O)c2ccccc2Br)CC1
  1	nt	0%	-1%	-10	-80%
- CCOC(=O)Cn1cnc2c(nnn2-c2ccc(C)cc2)c1=O
  2	6%	-1%	-6%	14	-7%
- Cc1ccccc1NC(=S)NC(=O)COc1ccccc1C
  27*	nt	0%	13%	-14	20%
- Cc1ccc2nc(-c3sc4nc(C)ccc4c3N)[nH]c2c1
  33*	?	-12%	?	44*	-109%
- CCn1nc(C(=O)OCC(=O)Nc2ncc(Cl)c(C)c2Cl)c2ccccc2c1=O
  -2	-2%	-17%	12%	12	50%[activator]
- Cc1ccc(S(=O)(=O)NCCNC(=O)c2ccccc2)cc1
  1	0%	2%	-1%	-25	?
- CC(=O)N1CCCc2cc(S(=O)(=O)N3CCCC3)ccc21
  -6	6%	-5%	-1%	-5	19%
- CC(C)c1nc(SCC(=O)Nc2ccc(N(C)C)cc2)c2ccccc2n1
  12	0%	-5%	12µM*	-5	27%
- COc1cccc(NS(=O)(=O)c2ccc(S(=O)(=O)N3CCOCC3)cc2)c1
  -4	4%	3%	14%	9	123%[activator]
- O=C(CSc1nc2c([nH]c3ccccc32)c(=O)n1-c1cccc(Cl)c1)N1CCOCC1
  -1	-12%	-10%&5%	-20%	-4	?
- O=C(CCc1ccccc1)Nc1nccs1
  20*	2%	-25%	30%	nt	1%
- COc1ccc(S(=O)(=O)N2CCOCC2)cc1N=Nc1sc(N)nc1-c1ccccc1
  -1	-8%	5%	?	-9	-16%
- O=C(Cc1c(F)cccc1Cl)NNC(=O)c1ccccc1Cl
  nt	nt	0%	-2%	nt	-5%
- Cc1nn(C)c(C)c1/C=N/NC(=O)c1csc2ccccc12
  18*	-3%	8%	51%[activator]	24	14%
- CCc1ccccc1N(CC(=O)NCC1CCCO1)C(=O)CCC(=O)Nc1cc(C)on1 (stereo unspecified)
  -7	-10%	-2%	-3%	-5	0%
- COc1cccc(C2OC(=O)c3ccccc3N2C(C)=O)c1OC(C)=O (stereo unspecified)
  -1	-12%	8%	-7%	2	12µM*
- CCC1CCCCN1CCCNC(=O)CNC(=O)c1nn(-c2ccc(OC)c(Cl)c2)c(=O)c2ccccc12 (stereo unspecified)
  -3	-8%	1%	5.2µM*	-12	?
- C/C(=N\NC(=O)c1ccccc1O)c1c(O)cc(C)oc1=O
  28*	10%	-24%	52%[activator]	27	?
- CCN(C1CCS(=O)(=O)C1)S(=O)(=O)c1cccc([N+](=O)[O-])c1 (stereo unspecified)
  -2	0%	-13%	4%	-10	-1%
- CCOC(=O)CCSc1nc(C)c2ccccc2n1
  18*	-1%	3%	56%[activator]	57*	12%
- COc1cc(/C=C/c2ccc3cccc(OC)c3n2)c(OC(C)=O)c([N+](=O)[O-])c1
  -3	-4%	-2%	nt	-2	?
- Nc1ncncc1-c1ccc([N+](=O)[O-])cc1
  10	1%	14%	14%	-9	46%[activator]
- COc1cc(C(=O)Nn2c(CC(C)C)nc3ccccc3c2=O)cc(OC)c1OC
  -4	-5%	-1%	40%[activator]	nt	?
- O=C(CCNS(=O)(=O)c1ccc2c(c1)CCC(=O)N2)NCc1cccnc1
  -1	5%	12%	10%	-13	?
- CC1(C)C2CCC1(C)C(NC(=O)CCN1CCCCC1)C2 (stereo unspecified)
  1	-4%	6%	5%	-10	0.093µM*
- CCCn1c(=O)c(C(=O)N/N=C/c2ccccc2F)c(O)c2ccccc21
  13*	8%	-9%[57.1 µM]	110%[activator]	30	39%[activator]
- O=C(Oc1ccc(OC(=O)C2CCC2)cc1)C1CCC1
  -1	-11%	-29%	-15%	-14	-5%
- CCCNC(=O)C(Cc1ccc(I)cc1)NC(=O)C1CC1 (stereo unspecified)
  nt	nt	4%	-3%	nt	-44%
- C(=N\Nc1nc2ccccc2[nH]1)/c1ccc2ncccc2c1
  58*	0%	10%	0.15µM*	58*	?
- CCN1C(=O)/C(=C2\C=Cc3ccccc3N2CC)SC1=S
  20	-11%	4%	-4%	31	?
- O=C1C2C3C=CC(C3)C2C(=O)N1c1n[nH]c(-c2ccccc2)n1 (stereo unspecified)
  1	-18%	16%	17%	-17	nt
- COc1ccc(-c2noc(CCC(=O)NC3CCCCCC3)n2)cc1
  18	1%	0%	-9%	13	?
- COC(=O)c1ccc(CNC(=O)C23CC4CC(CC(C4)C2)C3)cc1
  -4	10%	28%	-3%	3	3%
- COc1ccc(-c2nc3ccc(C)cn3c2NCc2ccc3c(c2)OCO3)cc1
  55*	?	3%[57.1 µM]	46%[activator]	125*	5%
- Cc1ccc(S(=O)(=O)N2CCCCC2)cc1NC(=O)COC(=O)c1ccc(=O)[nH]c1
  nt	nt	-3%	-22%	nt	?
- CCOc1ccccc1-n1c(SCC(=O)NCc2ccco2)nnc1-c1ccncc1
  1	0%	45µM*	-13%	-13	24%
- Cc1cccc(NC(=O)c2nc[nH]c2C(=O)N[C@@H](CC(C)C)C(=O)OCc2ccccc2)c1
  -3	-27%	15%	?	-9	?
- Cn1c(=NC(=O)CN2C(=O)C3CC=CCC3C2=O)sc2ccccc21 (stereo unspecified)
  25	-1%	2%	11%	24	?
- Cc1cccc(OCCSc2cc(C)nc(N)n2)c1
  -1	1%	3%	1%	11	?
- COc1ccc(C(=O)Nc2ccc3c(c2)OCO3)cc1OC
  57*	-8%	10%[11.4 µM]	nt	99*	155%[activator]
- O=C(COC(=O)[C@@H]1CC(O)CN1S(=O)(=O)c1ccccc1[N+](=O)[O-])c1ccccc1 (stereo partly specified)
  -2	1%	-6%	-12%	-3	18%
- O=C1Nc2cc(C(=O)NCCCN3CCCC3)ccc2S/C1=C/c1ccccc1F
  5	-7%	11%	?	-1	13µM*
- COc1cc(/C=C/C(=O)OCC(=O)NC(=O)NC(C)C)ccc1OCC#N
  -4	-1%	0%	8%	-5	-16%
- CSc1ccccc1NC(=O)CN(C)CC(=O)Nc1ccccc1N1CCOCC1
  -4	-21%	1%	-24%	4	?
- Cc1ccc(NC(=O)CCc2c(C)nn(-c3ccc(N4CCOCC4)nn3)c2C)c(C)c1
  -2	0%	0%&21%	11%	35	238%[activator]
- CC1Cc2cc(/C(O)=C3/C(=O)C(=O)N(CC4CCCO4)C3c3ccco3)ccc2O1 (stereo unspecified)
  41*	-4%	-6%	164%[activator]	74*	nt
- CCc1ccc(OCc2nnc(NC(=O)c3cccs3)s2)cc1
  -2	3%	8%	nt	-10	-3%
- COc1ccc(N(CC(=O)NCc2ccccc2C)S(=O)(=O)c2ccc(C)cc2)cc1OC
  -1	8%	-3%	?	-3	48%[activator]
- Cc1noc(C)c1C(=O)N1CCN(S(=O)(=O)c2ccc(F)cc2)CC1
  1	3%	-3%	11%	31	11%
- CN(C)c1ccc(C(=O)N/N=C/c2ccccn2)cc1
  58*	18%	-12%	-29%	75*	9.3µM*
- CCc1cc(C(=O)OC)c(NC(=O)CCC(=O)O)s1
  2	15%	-4%	28%	-9	-19%

Compound profiles, as listed above. Order of screens: Cycloheximide cs | FBPA Giardia inh | Sm TGR inh | Pf growth 48h | Shiga inhibitor | Pf growth 96h
Profile of `CC1Cc2cc(/C(O)=C3/C(=O)C(=O)N(CC4CCCO4)C3c3ccco3)ccc2O1` (stereo unspecified) → 41* | -4% | -6% | 164%[activator] | 74* | nt
Profile of `Cc1noc(C)c1C(=O)N1CCN(S(=O)(=O)c2ccc(F)cc2)CC1` → 1 | 3% | -3% | 11% | 31 | 11%

(further entries)
The line under a structure holds: Cycloheximide cs	FBPA Giardia inh	Sm TGR inh	Pf growth 48h	Shiga inhibitor	Pf growth 96h
- O=C(COC(=O)CCSc1ccccc1)NCc1ccccc1Cl
  19*	1%	0%	13%	43	-21%
- N#C/C=C/C#N
  nt	nt	-12%	8%	nt	48%[activator]
- CCOC(=O)c1c(-c2cccc3ccccc23)csc1NC(=O)C1C2CCC(O2)C1C(=O)O (stereo unspecified)
  -3	7%	1%	?	-7	?
- Cc1cccc(OCc2nn[nH]n2)c1C
  -4	14µM*	8%	11%	-10	-3%
- COc1ccc(C(=O)Nc2ccc(N3CCOCC3)cc2)cc1S(=O)(=O)N1CCCC1
  nt	nt	3%	?	nt	-14%
- CC(C)c1ccc(S(=O)(=O)N2CCN(C(=O)c3cc([N+](=O)[O-])ccc3N3CCOCC3)CC2)cc1
  2	7%	-3%	?	2	?
- O=C(NNC(=S)NC(=O)c1cccs1)c1ccc(NC(=O)c2ccccc2)cc1
  -4	13%	-1%	?	-2	58%[activator]
- O=C(Nc1ccc2ccccc2c1)NC1CCS(=O)(=O)C1 (stereo unspecified)
  14*	-1%	47%[activator]	50%[activator]	88	5%
- CCc1noc(C)c1C(=O)Nc1cccc(S(=O)(=O)N2CCCCCC2)c1
  nt	nt	-12%	?	nt	-18%
- COc1ccc2c(C)cc3nnnn3c2c1
  -2	3%	2%	10%	-4	4%
- COCCNC(=O)c1ccc2c(c1)ncn2-c1ccc(F)c(F)c1
  17*	3%	?	81%[activator]	25	-9%
- Cc1[nH]n(-c2ccccc2)c(=O)c1C=Nc1ccc2[nH]c(=O)[nH]c2c1
  2	-2%	10%	2%	-4	22%
- CC(C)(C)N(NC(=O)c1ccccc1)C(=O)c1ccc(C(=O)N(NC(=O)c2ccccc2)C(C)(C)C)cc1
  -4	7%	-1%	-3%	-9	2%
- COc1ccc(Br)cc1/C=N/n1c(C)nc2ccccc2c1=O
  -1	13%	11%	6%	-8	?
- CCOc1ccc(NC(=O)CSc2nc(C)cc(C)n2)cc1
  -3	3%	-23%	-1%	1	0%
- COc1ccc(OC)c(NC(=O)CSc2nnc(Cn3nnc4ccccc43)n2C)c1
  -3	-1%	9%	3%	-18	46%[activator]
- CC#CC[N+](C)(CC#CC)CC(=O)c1ccccc1
  5	4%	-9%	-19%	30	6%
- Cc1nn(-c2ccccc2)c(C)c1/C=N/NC(=O)c1cc(-c2ccc(Br)s2)[nH]n1
  -1	5%	2%	-8%	-5	-9%
- CCOc1nc2ccccc2nc1C
  -5	-3%	14%	6%	-11	6%

Given as comma-separated lines: 3 of the compounds above.
SMILES,Cycloheximide cs,FBPA Giardia inh,Sm TGR inh,Pf growth 48h,Shiga inhibitor,Pf growth 96h
CC#CC[N+](C)(CC#CC)CC(=O)c1ccccc1,5,4%,-9%,-19%,30,6%
Cc1nn(-c2ccccc2)c(C)c1/C=N/NC(=O)c1cc(-c2ccc(Br)s2)[nH]n1,-1,5%,2%,-8%,-5,-9%
CCOc1nc2ccccc2nc1C,-5,-3%,14%,6%,-11,6%
